GIRK2 act – GIRK2 channel activators by thallium flux | P48051 | 34,000 tested, under 10 active | HEK293 GIRK2/NPY4 cells, thallium flux fluorescence | activation (% efficacy), % for hits at 37.5 µM | AID 1259324;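 active means primary screen hit, no activity in plain HEK293 cells, and in GIRK2-only cells above 5% efficacy rising with concentration; inactive means the rest, including fluorescent compounds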;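 further: efficacy is normalized control-subtracted fluorescence 15 s after thallium addition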
Target sequence (P48051 whole entry, looked up): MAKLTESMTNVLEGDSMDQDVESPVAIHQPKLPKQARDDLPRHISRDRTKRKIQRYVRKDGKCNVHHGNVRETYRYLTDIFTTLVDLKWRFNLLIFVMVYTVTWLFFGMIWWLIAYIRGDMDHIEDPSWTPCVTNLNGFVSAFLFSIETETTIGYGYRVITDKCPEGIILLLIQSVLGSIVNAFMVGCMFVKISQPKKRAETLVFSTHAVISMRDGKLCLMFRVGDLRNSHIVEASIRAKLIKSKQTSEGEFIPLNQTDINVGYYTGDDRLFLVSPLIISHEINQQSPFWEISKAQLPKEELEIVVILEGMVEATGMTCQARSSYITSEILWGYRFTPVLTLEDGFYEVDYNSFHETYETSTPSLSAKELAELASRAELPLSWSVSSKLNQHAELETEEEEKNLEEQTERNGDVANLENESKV
Calls only. A portion of the library; the hit share may differ from the screen's.

Screening COc1cc(OC)cc(C(=O)Nc2ccc3c(c2)CCC(=O)N3Cc2ccccc2)c1 returned GIRK2 act inactive.
Cn1nc2c(c1NC(=O)c1ccc([N+](=O)[O-])s1)CCC2 was read as GIRK2 act inactive.
For Cc1ccccc1Cn1cc(C(=O)Nc2ccc(Cl)c([N+](=O)[O-])c2)ccc1=O the results were GIRK2 act inactive.
Screening CN(C)C(CNC(=O)CN1C(=O)CCC1=O)c1cccs1 (stereo not drawn) returned GIRK2 act inactive.
COc1ccc(Cl)cc1NC(=O)c1nnn(-c2ccc(C(C)C)cc2)c1N was read as GIRK2 act inactive.
`CCN(C(=O)Cn1cc(-c2ccc(Cl)cc2)c(N2CCOCC2)n1)c1cccc(C)c1` gave GIRK2 act inactive.
`Cc1cc(NC(=O)C(=O)NC2CCCCCC2)ccc1N1CCCC1=O` gave GIRK2 act inactive.
Screening Cc1cccc(NC2SC(=O)N(Cc3ccccc3)C2=O)c1 (stereo not drawn) returned GIRK2 act inactive.
`Cc1ccc(OCC(=O)NCC2CCN(Cc3ccccc3)CC2)cc1` gave GIRK2 act inactive.
For COc1ccc(NC(=O)c2ccc(=O)n(CC(=O)Nc3ccccc3C)n2)cc1 the results were GIRK2 act inactive.
For CCOc1ccc(-c2cc(=O)n(CC(=O)Nc3ccccc3CC)cn2)cc1 the results were GIRK2 act inactive.
`Cc1nc2ccc(Cl)cn2c(=O)c1NC(=O)Nc1cccs1` gave GIRK2 act inactive.
Cc1cc(C(=O)N2CCN(C)CC2)nn1CC(=O)NCC(C)C was read as GIRK2 act inactive.
For COc1ccccc1C(=O)Nc1ccc2c(c1)CCC(=O)N2Cc1ccccc1 the results were GIRK2 act inactive.
Screening O=C(NCC#CCN1CCc2ccccc2C1)c1ccc(Cl)s1 returned GIRK2 act inactive.

Compounds from the list above that contain sulfur, in the order listed:
Cn1nc2c(c1NC(=O)c1ccc([N+](=O)[O-])s1)CCC2 was read as GIRK2 act inactive.
Screening CN(C)C(CNC(=O)CN1C(=O)CCC1=O)c1cccs1 (stereo not drawn) returned GIRK2 act inactive.
Screening Cc1cccc(NC2SC(=O)N(Cc3ccccc3)C2=O)c1 (stereo not drawn) returned GIRK2 act inactive.
`Cc1nc2ccc(Cl)cn2c(=O)c1NC(=O)Nc1cccs1` gave GIRK2 act inactive.
Screening O=C(NCC#CCN1CCc2ccccc2C1)c1ccc(Cl)s1 returned GIRK2 act inactive.

New compounds follow
For Cc1cc(CN2CCC(CNS(=O)(=O)c3ccc(C)s3)CC2)c(C)o1 the results were GIRK2 act inactive.
For CS(=O)(=O)N1CCN(C(=O)Cc2csc(Nc3cccc(Cl)c3)n2)CC1 the results were GIRK2 act inactive.
Screening Cc1[nH]c(=O)[nH]c(=O)c1CC(=O)NC1CCCC1 returned GIRK2 act inactive.
Screening Cn1cccc1CN(C1CC1)S(=O)(=O)Cc1ccccc1Cl returned GIRK2 act inactive.
For O=C(CSCc1ccccc1)Nc1cc(-c2ccccc2)nn1CCO the results were GIRK2 act inactive.
Screening COc1ccc2nc(N3CC(C(=O)Nc4cccc(NS(C)(=O)=O)c4)C3)sc2c1 returned GIRK2 act inactive.
Screening CC(C)(C)c1ccc(NC(=O)NCc2cnn3ccccc23)cc1 returned GIRK2 act inactive.
For COc1ccc(CCC(=O)Nc2cc(-c3cn4nc(OC)ccc4n3)ccc2C)cc1 the results were GIRK2 act inactive.
Screening CC(CC(=O)NCc1ccc(Cl)cc1Cl)CC1=NS(=O)(=O)c2ccccc2N1 (stereo not drawn) returned GIRK2 act inactive.
Screening O=C(NCC1CCN(Cc2ccsc2)CC1)C(=O)Nc1cccc(C(F)(F)F)c1 returned GIRK2 act inactive.
`O=C(NCc1ccccn1)C1CN(C(=O)c2c[nH]c3ccccc23)C1` gave GIRK2 act inactive.
Screening CCOc1ccc(C(C)C)cc1S(=O)(=O)N1CCN(c2ccc3nnc(C)n3n2)CC1 returned GIRK2 act inactive.
Screening COc1ccc(S(=O)(=O)NCC(c2ccsc2)N2CCN(C)CC2)cc1F (stereo not drawn) returned GIRK2 act inactive.
`Cc1ccc(CNC(=O)CN2CCC(COCc3ccccc3)CC2)cc1` gave GIRK2 act inactive.
Screening O=C(Cc1csc(Nc2cccc(C(F)(F)F)c2)n1)Nc1ccc2c(c1)OCCO2 returned GIRK2 act inactive.
For O=C(CCCc1ccccc1)N1CCN(CCn2ccnc2)CC1 the results were GIRK2 act inactive.
Screening CCOC(=O)c1sc(NC(=O)C(C)(C)C)nc1C returned GIRK2 act inactive.
`CCS(=O)(=O)N1CCCc2cc(NC(=O)C3CC(=O)N(c4ccc(F)cc4)C3)ccc21` (stereo not drawn) gave GIRK2 act inactive.
For Cn1c(=O)c2cc(C(=O)Nc3cccc(S(N)(=O)=O)c3)sc2n(C)c1=O the results were GIRK2 act inactive.
Screening O=C(NCCOc1ccc2nnc(-c3ccccc3)n2n1)Nc1cccc(C(F)(F)F)c1 returned GIRK2 act inactive.
Screening CCC(=O)c1ccc(OCC(O)CN2CCN(C)CC2)cc1 (stereo not drawn) returned GIRK2 act inactive.
Cc1ccc(-c2cn(CC(=O)NCc3ccccc3Cl)nc2N2CCOCC2)cc1 was read as GIRK2 act inactive.
For COc1ccc(OC)c(COCC(O)CN2CC(C)OC(C)C2)c1 (stereo not drawn) the results were GIRK2 act inactive.
`COc1nn(C)cc1C(=O)Nc1nn(C)c2c1C(c1ccco1)CC(=O)N2` (stereo not drawn) gave GIRK2 act inactive.
Screening CS(=O)(=O)N1CCC(C(=O)N(CCc2ccccc2)Cc2ccccn2)CC1 returned GIRK2 act inactive.
Screening O=C(C1CC1)N1CCc2ccc(NS(=O)(=O)c3cc(Cl)ccc3Cl)cc21 returned GIRK2 act inactive.
Screening CN(C)C(CNC(=O)c1ccc(Br)cc1)c1cccs1 (stereo not drawn) returned GIRK2 act inactive.
For CC(C)(C)c1ccc(C(=O)Nc2ccc(CC(=O)N3CCCC3)cc2)cc1 the results were GIRK2 act inactive.
For COc1ccc(S(=O)(=O)N2CCC(C(=O)Nc3cccc4c3C(=O)N(C)C4=O)CC2)cc1 the results were GIRK2 act inactive.
Cc1ccc(NC(=O)C(=O)NCC2CCN(C3CCCC3)CC2)cc1C was read as GIRK2 act inactive.
CC(C)S(=O)(=O)c1ccc(CC(=O)N2CCC(c3cccs3)CC2)cc1 was read as GIRK2 act inactive.
`COc1ccccc1CCNC(=O)Cc1csc(Nc2cccc(Cl)c2)n1` gave GIRK2 act inactive.
`O=C(NCC1CCN(C(=O)/C=C/c2ccco2)CC1)Nc1cccs1` gave GIRK2 act inactive.
For COc1ccc(CNC(=O)CSc2ncc(S(=O)(=O)c3ccc(C)c(Cl)c3)c(=O)[nH]2)cc1 the results were GIRK2 act inactive.
Cc1cnc2c(c1SCC(=O)Nc1ccc3c(c1)OCO3)c(=O)n(C)c(=O)n2C was read as GIRK2 act inactive.
Screening Cc1cc(C)c(NC(=O)CN2CCN(c3ccccn3)CC2)c(C)c1 returned GIRK2 act inactive.
For O=C(NCC(O)c1ccsc1)C1CC1 (stereo not drawn) the results were GIRK2 act inactive.
For O=C(CCCS(=O)(=O)c1ccccc1)Nc1nc2ccc([N+](=O)[O-])cc2s1 the results were GIRK2 act inactive.
COc1ccccc1-c1cc(C(=O)NCc2n[nH]c(=O)c3ccccc23)[nH]n1 was read as GIRK2 act inactive.
`Cc1ccc(N2CCN(C(=O)CC(C)(C)CC3=NS(=O)(=O)c4ccccc4N3)CC2)c(C)c1` gave GIRK2 act inactive.
CN(C)C(=O)c1cccc(Oc2ncccn2)c1 was read as GIRK2 act inactive.
Cc1ccccc1NC(=O)NCC1(c2cccs2)CCOCC1 was read as GIRK2 act inactive.
`O=C(Nc1cc(-c2cccs2)nn1CCO)c1ccccc1F` gave GIRK2 act inactive.
`Cc1ccc(NC(=O)CCn2cnc3c(cnn3C(C)(C)C)c2=O)cc1` gave GIRK2 act inactive.
NC(=O)C1CCN(c2oc(-c3ccc(Cl)cc3)nc2S(=O)(=O)c2ccccc2)CC1 was read as GIRK2 act inactive.
`CCc1cccc2sc(N(CCN3CCOCC3)C(=O)c3cc(OC)c(OC)c(OC)c3)nc12` gave GIRK2 act inactive.
CCCN1C(=O)CCc2cc(NC(=O)c3cccc(OC)c3)ccc21 was read as GIRK2 act inactive.
Screening COc1cn(CC(=O)NC(C)(C)C)c(CSc2ncccn2)cc1=O returned GIRK2 act inactive.
COc1cccc(OCC(=O)NCC2CCN(Cc3ccccc3)CC2)c1 was read as GIRK2 act inactive.
CSc1ccccc1CN1CCC(CNS(=O)(=O)c2cccnc2)CC1 was read as GIRK2 act inactive.
O=C(CSc1nc(=O)n(CCCO)c2c1CCC2)N1CCN(c2ccccc2)CC1 was read as GIRK2 act inactive.
`COc1ccc(NC(=O)CSc2nnc(-c3ccccc3)n2N)cc1OC` gave GIRK2 act inactive.
`Cc1cc(NC(=O)C2CCN(S(=O)(=O)c3ccc(Cl)s3)CC2)on1` gave GIRK2 act inactive.
Screening Cc1ccc(C)c(S(=O)(=O)N2CCN(C(=O)c3ccco3)CC2)c1 returned GIRK2 act inactive.
`Cc1ccc(CC(=O)Nc2sc3c(c2C(N)=O)CCC(C)C3)cc1` (stereo not drawn) gave GIRK2 act inactive.
For Cc1cc(=O)[nH]c(-n2nc(C)c(CCC(=O)Nc3nnc(C)s3)c2C)n1 the results were GIRK2 act inactive.
`Cc1nc2ccccn2c(=O)c1NC(=O)COc1cccc(C(F)(F)F)c1` gave GIRK2 act inactive.
CCCCn1cnc2c(-c3ccccc3)cn(CC(=O)N3CCN(c4ccccc4)CC3)c2c1=O was read as GIRK2 act inactive.
For O=C(CN1C(=O)CCC1=O)NCC1COC2(CCCCC2)O1 (stereo not drawn) the results were GIRK2 act inactive.
Screening COc1cc(OC)cc(C(=O)NCCCn2nc(-c3ccccc3)ccc2=O)c1 returned GIRK2 act inactive.
Cc1nc(COc2ccc3c(c2)CCC3=O)cs1 was read as GIRK2 act inactive.
For COc1ccc(S(=O)(=O)Nc2ccc(N3CCCC3=O)c(C)c2)cc1F the results were GIRK2 act inactive.
COc1ccccc1Oc1ccc(S(=O)(=O)Nc2cccc(C(C)=O)c2)cc1 was read as GIRK2 act inactive.
Cc1nc(-n2cccc2)sc1C(=O)N1CC=C(c2ccccc2)CC1 was read as GIRK2 act inactive.
For C#CCn1c(=NC(=O)C2CCCCC2)sc2cc(S(C)(=O)=O)ccc21 the results were GIRK2 act inactive.
COc1ccc(-c2noc(C3CCN(S(=O)(=O)c4cccs4)CC3)n2)c(OC)c1 was read as GIRK2 act inactive.
For COc1cccc(C(=O)N2CCC(Cn3cccn3)CC2)c1 the results were GIRK2 act inactive.
`Cc1ccc(C(C)C)c(OCC(O)CN2CCN(C)CC2)c1` (stereo not drawn) gave GIRK2 act inactive.
For CC(=O)N1CCN(c2ncnc3c2nnn3-c2ccccc2)CC1 the results were GIRK2 act inactive.
O=C(CCSc1ccccc1)N1CCN(CCn2ccnc2)CC1 was read as GIRK2 act inactive.
`CN(C)C(CNC(=O)Cc1cccc2ccccc12)c1cccs1` (stereo not drawn) gave GIRK2 act inactive.
For CS(=O)(=O)N1CCC(C(=O)Nc2nnc(-c3cccs3)o2)CC1 the results were GIRK2 act inactive.
`Cc1ccc(NCC(F)(F)C(F)F)cc1` gave GIRK2 act inactive.
`Cc1nc(NCC2CCCO2)nc(NCc2ccco2)c1[N+](=O)[O-]` (stereo not drawn) gave GIRK2 act inactive.
For Cn1cccc(C(=O)NCCn2nc(-c3ccccc3)n(C)c2=O)c1=O the results were GIRK2 act inactive.

Looked up one by one from above:
`Cc1ccc(OCC(=O)NCC2CCN(Cc3ccccc3)CC2)cc1` gave GIRK2 act inactive.
Screening Cn1cccc1CN(C1CC1)S(=O)(=O)Cc1ccccc1Cl returned GIRK2 act inactive.
Screening O=C(NCCOc1ccc2nnc(-c3ccccc3)n2n1)Nc1cccc(C(F)(F)F)c1 returned GIRK2 act inactive.
`Cc1nc(NCC2CCCO2)nc(NCc2ccco2)c1[N+](=O)[O-]` (stereo not drawn) gave GIRK2 act inactive.

Carrying on:
`COc1ccc(NC(=O)c2cc3c(=O)n4cc(C)ccc4nc3n2Cc2ccccc2)c(OC)c1` gave GIRK2 act inactive.
COC(=O)c1ccc(NS(=O)(=O)c2cccc(S(C)(=O)=O)c2)cc1 was read as GIRK2 act inactive.
`Cc1[nH]c(=O)[nH]c(=O)c1CC(=O)NCc1cccs1` gave GIRK2 act inactive.
For Cn1nnc2c(Nc3ccc(F)c(Cl)c3)ncnc21 the results were GIRK2 act inactive.
COc1ccccc1CCNC(=O)Cc1csc(NC(=O)c2ccc[nH]c2=O)n1 was read as GIRK2 act inactive.
`COc1ccc(-c2cc(CC(=O)Nc3ccc(C(C)C)cc3)no2)cc1` gave GIRK2 act inactive.
O=C(NCC(F)(F)F)C(=O)NC1CC1 was read as GIRK2 act inactive.
`O=C(Nn1cnc2c(cnn2-c2cccc(Cl)c2)c1=O)c1ccc(Br)cc1` gave GIRK2 act inactive.
`COc1ccc2c(=O)c(Oc3ccc(C(=O)NC4CCS(=O)(=O)C4)cc3)coc2c1` (stereo not drawn) gave GIRK2 act inactive.
Screening CCCc1cc(=O)[nH]c(SCc2nc(-c3ccc(OCC)cc3)no2)n1 returned GIRK2 act inactive.
`Cc1cc(C(=O)N2CCN(C)CC2)nn1CC(=O)NCCCN1CCOCC1` gave GIRK2 act inactive.
`COc1ccc(-c2noc(C3CCN(S(=O)(=O)c4ccc(C)cc4)CC3)n2)cc1` gave GIRK2 act inactive.

Entries above containing bromine (2):
Screening CN(C)C(CNC(=O)c1ccc(Br)cc1)c1cccs1 (stereo not drawn) returned GIRK2 act inactive.
`O=C(Nn1cnc2c(cnn2-c2cccc(Cl)c2)c1=O)c1ccc(Br)cc1` gave GIRK2 act inactive.

Compound activity (PubChem)
